CXXC DNA block: qHTS Fluorescence Polarization Assay for Inhibitors of MLL CXXC domain - DNA interaction | Histone-lysine N-methyltransferase 2A (Homo sapiens), Q03164 | MLL-CXXC / FITC-HOXA9 DNA fluorescence polarization | Potency, µM (series often up to 115 µM), inactives show top-dose activity change, negative = inhibition, actives largely listed as inhibitors | 290,000 compounds, 0.037% hits; active means well fitted inhibition curve with a large enough effect in the polarisation, with a control signal flat, not every such curve was filed as active; inconclusive means small, poorly fitted or top-dose-only effect, or effect the other way, or a change in a side signal; inactive means no such curve, though single readings can be large or run the other way; the % refers to the polarisation; further: potency means the concentration at half of the fitted maximal effect
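Steps: dispense CXXC domain solution (7 uM) → pin compounds or unlabeled HOX-A9 DNA control → 5 min ambient → add FLSN-HOX-A9 solution (50 nM) → spin → 30 min ambient → fluorescence polarization. Tris pH 7.5/NaCl/DTT/BSA buffer.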
Chronic BCR inh: qHTS Assay to Find Inhibitors of Chronic Active B-Cell Receptor Signaling. ABC-DLBCL IkBa-CBG/CBR reporter, luminescence ratio, 4 h. Potency, µM (highest dose often 46.1 µM), inactives show at the top dose ratio change, negative = lower green/red ratio, most hits filed as inhibitors. 340,000 compounds, 0.05% hits. AID 493014, 2011; active means well fitted inhibition curve with a large enough effect in the signal ratio, with a control signal flat, not every such curve was filed as active; inconclusive means small, poorly fitted or top-dose-only effect, or effect the other way, or a change in a side signal; the % refers to the signal ratio;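 further: potency means the concentration at half of the fitted maximal effect; plate controls were basal doxycycline-induced cells for no effect and cells given 10 µM MG132 for full effect; MG132 reads +100%, hits lower the ratio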
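TMD8 ABC-DLBCL cells carrying doxycycline-inducible green luciferase fused to IkappaBalpha plus unfused red luciferase were exposed to compounds (up to 46 uM) for 4 hrs at 37C. Activity came from the overlap-corrected green/red luminescence ratio.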
FBPA coupling cs: qHTS Assay for Inhibitors of Fructose-1,6-bisphosphate Aldolase from Giardia Lamblia: Coupling assay counterscreen | 290,000 compounds, 0.67% hits | coupling enzyme system counterscreen, AmpLite Red fluorescence | activity change, negative = inhibition, % at 58.2 µM, hits read low; in the data active means activity change below about -30%; further: on the % scale 0 is the no-effect control and ±100 the full control effect
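Counterscreen lacking aldolase: glyceraldehyde-3-phosphate coupling-enzyme reagent preincubated 10 min at RT with compound (at 57.5 uM final), then substrate/coupling system with AmpLite Red added; fluorescence read at 525/598 nm after 20 min RT.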
TCR activator: Activators of T cell receptors: qHTS campaign | Potency, µM (doses to about 9.22 µM), for the others: at the highest dose activation of IL-2 secretion, hits mostly activators | primary human leukocytes, anti-CD3, IL-2 HTRF, 48 h | AID 504894, 2011 | 330,000 tested, under 10 active; further: % of control where 0% means no effect
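Primary human leukocytes receive a-CD3 beads and test compound and are incubated 48 hr. Secreted IL-2 is then assayed by HTRF, measuring 665nm acceptor emission after 320nm excitation of the europium donor.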
TSHR antag: Antagonists of the Thyroid Stimulating Hormone Receptor: HTS campaign; Thyrotropin receptor (Homo sapiens), P16473; TSHR-expressing cells, TSH-stimulated cAMP HTRF, 2 h; hits give low values; activity change, negative = inhibition, % at 11.5 µM; 330,000 compounds, 0.2% hits; AID 504810, 2011;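 active means activity change below a set negative limit, meaning inhibition stronger than a set level, cut at about -70% in these data; inconclusive means activity change between two set negative limits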; further: on the % scale 0 is the no-effect control and ±100 the full control effect
Target sequence (P16473 whole entry, looked up): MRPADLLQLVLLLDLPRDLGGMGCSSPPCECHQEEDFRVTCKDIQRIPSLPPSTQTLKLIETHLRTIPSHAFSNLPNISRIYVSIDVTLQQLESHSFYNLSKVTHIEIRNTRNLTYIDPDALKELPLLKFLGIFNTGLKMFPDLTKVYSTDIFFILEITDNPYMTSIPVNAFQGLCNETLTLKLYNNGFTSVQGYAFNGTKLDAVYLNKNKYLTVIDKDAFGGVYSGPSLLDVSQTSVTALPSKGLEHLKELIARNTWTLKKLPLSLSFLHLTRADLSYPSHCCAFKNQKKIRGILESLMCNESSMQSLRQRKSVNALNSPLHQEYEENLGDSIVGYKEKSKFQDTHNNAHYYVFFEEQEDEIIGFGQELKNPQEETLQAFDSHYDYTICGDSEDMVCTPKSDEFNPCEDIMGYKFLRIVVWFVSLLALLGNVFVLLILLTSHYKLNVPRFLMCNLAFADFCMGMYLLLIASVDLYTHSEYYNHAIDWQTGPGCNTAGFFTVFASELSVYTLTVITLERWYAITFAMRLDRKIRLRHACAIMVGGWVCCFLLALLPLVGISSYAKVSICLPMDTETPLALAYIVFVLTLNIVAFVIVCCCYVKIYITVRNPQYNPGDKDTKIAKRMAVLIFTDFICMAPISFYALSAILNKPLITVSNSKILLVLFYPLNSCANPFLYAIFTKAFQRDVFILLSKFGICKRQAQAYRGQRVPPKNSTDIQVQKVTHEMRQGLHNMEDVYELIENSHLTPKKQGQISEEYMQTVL
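Inhibition of cAMP made by TSHR-expressing cells under TSH stimulation (4nM final, EC80; 2 h, 37 deg C) is quantified with a one-step lysis HTRF kit, anti-cAMP cryptate versus cAMP-d2.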
GALK inh: qHTS Assay for Inhibitors of Human Galactokinase (GALK); P51570; Purified GALK, Kinase-Glo residual ATP luminescence; Potency, µM (top dose mostly 57.5 µM), inactives show at the highest dose activity change, negative = inhibition, actives largely listed as inhibitors; 270,000 compounds, 0.007% hits; AID 1868, 2009; further: potency means the concentration at half of the fitted maximal effect; on the % scale 0 is the no-effect control and ±100 the full control effect
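GALK at 5 nM final was combined with compound, 35 uM ATP and 100 uM galactose in HEPES pH8.0 with MgCl2 and DTT. The reaction ran one hour at room temperature before luminescent ATP detection.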
KCNH2 WT inh: qHTS for Inhibitors of KCHN2 3.1: Wildtype qHTS | U2OS, BacMam KCNH2, thallium flux FluxOr; hits give low values | Voltage-gated inwardly rectifying potassium channel KCNH2 (Homo sapiens), Q12809 | 340,000 compounds, 0.37% hits | activity change, % at 1.84 µM | AID 720551, 2013;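 active means maximum activity change below -70%; inconclusive means maximum activity change between -70% and -50%; inactive means maximum activity change above -50%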; further: on the % scale 0 is the no-effect control and ±100 the full control effect
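U2OS cells transduced with wild-type KCNH2 virus are loaded with FluxOr dye for 45 min, and thallium flux is measured in kinetic reads before and after stimulation buffer. Rate constants are normalized to DMSO controls.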
Tb PFK inh: qHTS Assay to Find Inhibitors of T. brucei phosphofructokinase. AID 485367, 2010. 330,000 compounds, 0.17% hits. T. brucei PFK, ADP-Glo luminescence. ATP-dependent 6-phosphofructokinase (Trypanosoma brucei brucei), O15648. Potency, µM (highest dose often 57.5 µM), inactives show at the highest dose activity, negative = inhibition, actives largely listed as inhibitors;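 further: potency means the concentration at half of the fitted maximal effect; 0% = uninhibited 1x PFK enzyme wells and -100% = no-enzyme wells; nearly all actives have a fitted effect of over 60% in size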
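Luminescent ADP detection (ADP-Glo, two-step: ATP depletion then ADP-to-ATP conversion for luciferase) reported PFK activity after 45 min room-temperature reaction of 1.25 nM enzyme with 0.5 mM F6P and 0.1 mM ATP at pH 8.0.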
Giardia kill: Small Molecules that selectively kill Giardia lamblia: qHTS. Giardia lamblia trophozoite viability. activity change, % at 7.66 µM, hits read low. 340,000 compounds, 0.15% hits; in the data active means activity change below about -80%; inconclusive means between about -30% and that limit;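 further: parasites exposed to compound for two days anaerobically before the ATP read; on the % scale 0 is the no-effect control and ±100 the full control effect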
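Giardia trophozoites, 100 cells per well, were exposed to compounds for 48 hrs at 37 deg C under anaerobic conditions; viability was then read as ATP content by bioluminescence after 15-30 min at room temperature.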
AT treatment: qHTS Assay for Identifying a Potential Treatment of Ataxia-Telangiectasia | […] A-T fibroblasts, KAP-1 phosphorylation AlphaLISA; neocarzinostatin DNA damage 30 min before lysis | Potency, µM (doses to about 57.5 µM), for the others: top-dose activation, actives largely listed as activators | 320,000 compounds, 0.19% hits | AID 485349, 2010; further: potency means the concentration at half of the fitted maximal effect; % of control where 0% means no effect; nearly all actives have a fitted effect of over 45% in size
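ATM-like activity read as KAP-1 phosphorylation via AlphaLISA donor/acceptor antibody pairs after lysis and 6 hr at 25C. Cells were ATM-null patient fibroblasts ([…], hTERT), dosed 60 min, then exposed to the DSB inducer NCS for 30 min.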
* = called active by the depositor; ? = inconclusive; nt = no result given; [ ] = dose if it differs, or a comment. Unless noted, the call rests on the fitted dose curve; in most records, active means well fitted curve in the direction sought with a large enough effect; inconclusive means small, poorly fitted or top-dose-only effect, or another doubt; inactive means no such curve, though single readings can be large; an effect the other way counts as inactive or inconclusive. Rows were taken by chance; overall some 1.6% were active at least once.

Compound	CXXC DNA block	Chronic BCR inh	FBPA coupling cs	TCR activator	TSHR antag	GALK inh	KCNH2 WT inh	Tb PFK inh	Giardia kill	AT treatment
C=CCOc1ccc(CNCc2cccnc2)cc1OCC	-3%	4%	0	-10%	13	7%	4	0%	2	-5%
Cc1cc(Br)c(NC(=O)COC(=O)CSc2nnc(-c3ccc(Cl)cc3)o2)c(Br)c1	13%	1%	1	4%[46.1 µM]	1	1%	-7	-3%	4	-1%
CC(=O)N1c2c(ccc3ccccc23)C(C)CC12CCCCC2 (stereo not drawn)	-8%	34%	6	-1%	-20	-1%	-2	2%	-5	?
COc1ccc(OC)c(C2C(C(=O)c3cc4ccccc4o3)=C(O)C(=O)N2c2cc(C)on2)c1 (stereo not drawn)	-9%	?	19	2%	36	1%	-8	-3%	-28	-9%
Cc1cc(C)nc(N/N=C/c2ccccc2OCc2cccc(Br)c2)n1	28%	?	-3	-6%[46.1 µM]	-13	1%	-10	-2%	8	4%
COc1ccc(-c2cc(C(F)(F)F)n3nc(C(=O)NCCCN4CCOCC4)cc3n2)cc1	-12%	-11%	-3	2%	-2	-1%	-2	3%	3	-1%
Cc1ccc(OCc2nnc(SCC(=O)Nc3ncc(C)s3)o2)cc1	-2%	12%	3	5%	-4	-4%	0	1%	5	-9%
CCOC(=O)CSc1nc(-c2ccccc2)nc2ccc(C)cc12	-1%	-2%	-6	4%	-1	1%	5	7%	-8	7%
CCOC(=O)C1(C)/C(=N/Nc2ccc(Cl)cc2)C(=O)C(=O)N1c1ccccc1 (stereo not drawn)	-2%	-26%	-6	5%	-3	0%	6	0%	1	1%
COc1cc(C(C)=O)ccc1OCCCOc1cccc2cccnc12	-2%	?	-2	0%	15	2%	1	0%	7	-6%

Later entries
Compound	CXXC DNA block	Chronic BCR inh	FBPA coupling cs	TCR activator	TSHR antag	GALK inh	KCNH2 WT inh	Tb PFK inh	Giardia kill	AT treatment
CCN(CC)CCCN1C(=O)C(O)=C(C(=O)c2ccco2)C1c1cc(OC)ccc1OC (stereo not drawn)	3%	1%	0	nt	14	7%	nt	0%	nt	0%
COc1ccc(NC(=O)CS(=O)c2ccc(F)cc2)cc1 (stereo not drawn)	-4%	1%	nt	2%	2	-3%	-7	2%	-12	4%
Cn1c(NCc2ccccc2)cc(=O)n(C)c1=O	9%	0%	-2	0%	-1	-4%	2	-11%	10	-1%
COc1cc(/C=C2\CC(C(C)(C)C)C/C(=C\c3cc(OC)c(OC)c(OC)c3)C2=O)cc(OC)c1OC (stereo not drawn)	?	?	-5	-3%	4	-3%	3	13%	23	7%
COc1cc(OC)cc(C(=O)N2CCN(C3CCCCC3)CC2)c1	-10%	3%	-1	1%	5	-1%	1	3%	-2	-10%
CC(NC(=O)COc1ccc(/C=N/NC(=O)C(=O)Nc2ccccc2Br)cc1)c1ccccc1 (stereo not drawn)	9%	-23%	4	3%	5	-3%	-1	5%	-4	7%
CN=C(NC1CCCCC1)c1ccc(Cl)cc1	4%	4%	2	4%[46.1 µM]	0	nt	7	1%	2	3%
C=C(C)CSc1nncn1/N=C/c1ccc(OC)cc1	-4%	-19%	0	-1%	0	2%	-7	-3%	17	nt
COc1ccc(NC(=O)CN(C)S(=O)(=O)c2ccc3c(c2)c(=O)n(C)c(=O)n3C)cc1	?	6%	nt	-3%	-2	-3%	-1	0%	24	3%
CN(CC(=O)Nc1ccncc1)S(=O)(=O)c1ccc(Br)cc1	4%	5%	1	0%	-4	1%	-2	1%	26	0%

Next part.
Compound	CXXC DNA block	Chronic BCR inh	FBPA coupling cs	TCR activator	TSHR antag	GALK inh	KCNH2 WT inh	Tb PFK inh	Giardia kill	AT treatment
Nc1nc(C(=O)N2CCOCC2)nn1C(=O)c1ccc(Cl)cc1	97%[activator]	2%	3	6%[46.1 µM]	21	0%	-2	4%	37[activator]	-3%
Cc1cccc(OCC(=O)N(Cc2ccco2)C2CCS(=O)(=O)C2)c1 (stereo not drawn)	nt	-23%	-1	0%	-4	nt	7	0%	23	-5%
CN1CCN(S(=O)(=O)c2cccc(C(=O)N(Cc3nnc(-c4ccc(Cl)cc4)o3)C3CC3)c2)CC1	nt	1%	nt	1%	-4	nt	-3	-3%	-2	-5%
Cc1onc(-c2c(F)cccc2Cl)c1C(=O)N1CCCC1	nt	0%	nt	-5%	-5	nt	-16	5%	14	-8%
Cc1ccccc1-n1c(=O)cc(N2CCCCCC2)[nH]c1=O	-5%	9%	1	-6%[46.1 µM]	19	0%	3	0%	-5	-5%
CC(C)NC(=O)[C@@H]1CSC2c3ccccc3C(=O)N21 (stereo partly drawn)	-3%	1%	1	2%	4	2%	2	1%	-6	-3%
Cc1cc(C)cc(C(=O)NCCCc2ccccc2)c1	5%	?	-2	5%	10	0%	-6	-7%	-8	2%
COc1ccc2c(c1)[nH]c1c(=O)n(CCCN3CCOCC3)cnc12	2%	9%	0	-26%	0	-4%	16	1%	-6	1%
O=C(CN1CCOCC1)Nc1ccc(N2CCN(c3ccccc3)CC2)c(F)c1	0%	-2%	0	0%	2	-2%	-2	-6%	1	6%
COC(=O)C1=CN(CCCN2CCCC2=O)C=C(C(=O)OC)C1c1ccccc1C(F)(F)F	?	?	1	-6%	-3	-1%	13	-3%	0	?

(listing goes on)
Compound	CXXC DNA block	Chronic BCR inh	FBPA coupling cs	TCR activator	TSHR antag	GALK inh	KCNH2 WT inh	Tb PFK inh	Giardia kill	AT treatment
O=C(O)C(Cc1ccccc1)N1C(=O)c2ccccc2C1=O (stereo not drawn)	-1%	?	2	2%	-8	3%	-8	-2%	-5	nt
O=C(OCCN1C(=O)CCC1=O)c1ccc(S(=O)(=O)N2CCCCC2)cc1	-3%	0%	0	2%	0	-1%	-8	-3%	-18	2%
CCCc1nc(SCC(=O)NNC(=O)c2ccc(OC)cc2)c2ccccc2n1	1%	?	2	5%	10	8%	-13	-2%	-8	19%
COc1ccc(C2Nc3ccccc3C(=O)N2c2ccc(C)cc2)cc1Cn1nc(C)c([N+](=O)[O-])c1C (stereo not drawn)	-10%	?	-2	-4%	3	2%	33	-1%	-6	-5%
O=C(Cn1c(=O)oc2cc(S(=O)(=O)N3CCCC3)ccc21)N1CCN(c2ccccc2)CC1	-3%	-1%	1	-1%	28	3%	-3	-2%	11	13%
COc1cc([N+](=O)[O-])cc(/C=N\NC(=O)C2COc3ccccc3O2)c1O (stereo not drawn)	0%	?	-3	-3%	-14	0%	-7	1%	6	2%
Cc1[nH]c(=O)[nH]c(=O)c1S(=O)(=O)N1CCC(C(=O)N2CCN(Cc3ccccc3)CC2)CC1	4%	10%	2	-1%	-4	-2%	23	-4%	-20	3%
O=C(Cc1ccc(F)cc1)Nc1ccc(F)c([N+](=O)[O-])c1	6%	8%	0	0%	-1	-1%	-5	-13%	12	12%
Cn1c(N)c(C(=O)CSc2nc3ccccc3[nH]2)c(=O)n(C)c1=O	1%	1%	-1	-6%	6	-1%	0	-4%	10	-1%
COc1ccc(-c2noc(CCC(=O)Nc3nc4ccccc4s3)n2)cc1	9%	?	3	7%	-3	-1%	-3	2%	-15	3%

Later entries:
Compound	CXXC DNA block	Chronic BCR inh	FBPA coupling cs	TCR activator	TSHR antag	GALK inh	KCNH2 WT inh	Tb PFK inh	Giardia kill	AT treatment
COc1ccc(NC(=O)CSc2ccc3c(c2)OCCO3)cc1OC	10%	4%	5	2%	7	0%	-7	-4%	?	5%
O=C(C1CCCO1)N1CCN(Cc2c(O)ccc3ccccc23)CC1 (stereo not drawn)	105%[activator]	?	2	-3%	-8	-3%	-14	-4%	3	-2%
Cc1c(C)n(Cc2ccccc2)c2ccc(C(=O)NCCCN3CCOCC3)cc12	32%[activator]	19%	6	5%	2	6%	7	-4%	-12	7%
COc1ccc(OCc2cc(C(=O)NCCN3CCCC(O)C3)no2)c(Cl)c1 (stereo not drawn)	-7%	2%	nt	-4%	-8	-3%	16	0%	0	14%
Cc1cc(C)c(CN2CCCC(CNC(=O)c3ccc(F)cc3)C2)c(-n2cccn2)c1 (stereo not drawn)	-8%	2%	-1	-6%	1	0%	-85*	-7%	-9	6%
COc1ccc2cc(C(=O)N3CCN(c4ccc(F)cc4)CC3)[nH]c2c1	2%	-5%	-1	-5%	-6	5%	-12	-4%	8	-1%
